# PTHR1 agonist – qHTS for PTHR1 Agonists: Primary Screen. HEK293 GP2 PTHR1 cells, GloSensor cAMP luminescence, 1 h. Potency, µM (series often up to 115 µM), for inactives: top-dose activation, most hits filed as activators. 0.075% of 410,000 active. AID 743266, 2014; also: potency is read from the fitted curve at half-maximal effect; nearly all actives have a fitted effect of over 55% in size; some results filed as inactive show a strong effect at the top dose; inactives centre near -15; many of its hits are not listed in these tables
# Target sequence (Q03431 whole entry, looked up): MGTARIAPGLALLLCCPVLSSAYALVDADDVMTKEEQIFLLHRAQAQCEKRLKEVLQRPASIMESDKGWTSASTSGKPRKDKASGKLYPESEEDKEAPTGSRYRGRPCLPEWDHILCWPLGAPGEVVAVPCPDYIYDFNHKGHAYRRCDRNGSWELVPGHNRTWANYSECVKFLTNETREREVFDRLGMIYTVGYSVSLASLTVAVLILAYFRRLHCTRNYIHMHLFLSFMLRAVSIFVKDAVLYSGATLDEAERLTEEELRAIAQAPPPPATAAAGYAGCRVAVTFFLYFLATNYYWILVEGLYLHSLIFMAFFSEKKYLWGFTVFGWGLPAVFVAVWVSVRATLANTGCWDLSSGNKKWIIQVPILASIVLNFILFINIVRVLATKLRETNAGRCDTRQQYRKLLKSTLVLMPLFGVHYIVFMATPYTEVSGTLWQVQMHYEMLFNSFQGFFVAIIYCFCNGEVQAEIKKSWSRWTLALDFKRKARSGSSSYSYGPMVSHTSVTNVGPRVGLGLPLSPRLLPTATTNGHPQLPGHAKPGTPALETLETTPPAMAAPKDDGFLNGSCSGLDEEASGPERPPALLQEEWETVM
#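 HEK-293-derived GP2 cells expressing PTHR1 and a GloSensor cAMP reporter, 3,000/well, plated overnight, given luciferin plus IBMX (each 0.5 mM as added) for 1 h at 37 °C, then compound for 1 h at 37 °C. Luminescence was read after 15 min at room temperature.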
# PLK1 PBD inh – qHTS for Inhibitors of PLK1-PDB (polo-like kinase 1 - polo-box domain): Primary Screen; Serine/threonine-protein kinase PLK1 (Homo sapiens), P53350; Plk1 PBD binding of FITC phosphopeptide, fluorescence polarization; Potency, µM, inactives show max response, negative = inhibition, most hits filed as inhibitors; 2.8% of 360,000 active; AID 720504, 2013; also: potency is read from the fitted curve at half-maximal effect; series mostly up to about 57 µM; % is scaled to controls: 0 for no effect and ±100 for the full control effect; nearly all actives have a fitted effect of over 65% in size
# PI5P4K alpha inh – qHTS for Inhibitors of phosphatidylinositol 5-phosphate 4-kinase (PI5P4K) | Phosphatidylinositol 5-phosphate 4-kinase type-2 alpha (Homo sapiens), P48426 | PI5P4Kalpha enzyme, ADP-Glo luminescence, 60 min; stronger effect = lower value | max response, % | 1.2% of 330,000 active | AID 652105, 2013; active = max response of -50% or lower; inconclusive = between -30% and -50%; inactive = -30% or higher; also: value at the top dose of about 77 µM; % is scaled to controls: 0 for no effect and ±100 for the full control effect
#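 PI5P4Kalpha ADP-Glo assay; 5 microM ATP final; 60 min RT reaction; HEPES pH 7.4/EGTA/CHAPS, 5% DMSO; controls lacking substrate or enzyme; luminescent end-point.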
# IL2 activator – qHTS of IL-2 Activators | activation, % (series mostly up to about 46 µM) | 0.065% of 360,000 active | IL-2 activation reporter assay, cell-based qHTS; stimulated with anti-CD3/CD4/CD28 beads; in transgenic mouse T cells; in the data active = activation above about 50%; inconclusive = mostly about 30% to 49%; also: 0% is about no effect
#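 Readout is EGFP and DsRed signal by fluorescent plate cytometry after 18 h at 37 degrees C. Transgenic mouse T cells (750/well) received compound for 60 min before bead stimulation (anti-CD3, anti-CD4, anti-CD28); memory T cells served as non-tolerant control.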
# EPAC1 ag – qHTS for Agonist of cAMP-regulated guanine nucleotide exchange factor 3 (EPAC1): primary screen; Potency, µM (titrated, usually from 154 µM), without a hit: at the highest dose activation, usual class: activators; EPAC1 agonist qHTS, biochemical assay; response scale: 100% = response to 6.5 mM cAMP; AID 720707, 2013; Rap guanine nucleotide exchange factor 3 (Homo sapiens), O95398; 0.073% of 360,000 active; also: potency is read from the fitted curve at half-maximal effect; nearly all actives have a fitted effect of over 60% in size
#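 Nucleotide exchange by EPAC1 (100 nM) on Rap1B–BODIPY-GDP (250 nM) in the presence of 50 uM GDP is tracked fluorescently at 480/540 nm over 30 min. Signals are normalized to a 6.5 mM cAMP control.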
# GLP1R ag – qHTS of GLP-1 Receptor Agonists; HEK293 GLP-1R CRE-luciferase, luminescence, 4-6 h; cells express a hypersensitive GLP-1R form; Potency, µM (doses to about 45.6 µM), inactives show at the top dose activation, hits mostly activators; 0.007% of 380,000 active; also: potency is read from the fitted curve at half-maximal effect; % of control where 0% means no effect
# Target sequence (P43220 whole entry, looked up): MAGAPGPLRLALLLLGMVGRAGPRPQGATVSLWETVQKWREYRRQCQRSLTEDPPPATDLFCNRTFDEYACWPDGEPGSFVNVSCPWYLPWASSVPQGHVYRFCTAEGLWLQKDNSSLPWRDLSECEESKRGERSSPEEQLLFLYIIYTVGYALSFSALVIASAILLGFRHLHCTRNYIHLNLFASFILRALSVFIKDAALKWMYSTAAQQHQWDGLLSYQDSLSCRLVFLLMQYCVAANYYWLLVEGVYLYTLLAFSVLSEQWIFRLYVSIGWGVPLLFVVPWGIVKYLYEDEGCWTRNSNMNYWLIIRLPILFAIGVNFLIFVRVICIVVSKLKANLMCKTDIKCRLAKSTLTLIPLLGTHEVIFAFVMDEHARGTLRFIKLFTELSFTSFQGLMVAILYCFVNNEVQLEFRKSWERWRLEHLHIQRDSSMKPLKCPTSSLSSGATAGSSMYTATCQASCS
# EPAC1 antagonist – qHTS for Antagonist of cAMP-regulated guanine nucleotide exchange factor 3 (EPAC1): primary screen | Rap guanine nucleotide exchange factor 3 (Homo sapiens), O95398 | EPAC1 GEF assay, Rap1b-BODIPY-GDP exchange fluorescence | Potency, µM (highest dose often 115 µM), inactives show top-dose activity change, negative = inhibition, hits mostly inhibitors | 0.14% of 360,000 active;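 also: potency is read from the fitted curve at half-maximal effect; plate controls were vehicle for no effect and positive control for full effect; nearly all actives have a fitted effect of over 50% in size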
# GLP1R inv ag – qHTS of GLP-1 Receptor Inverse Agonists (Inhibition Mode). HEK293 GLP-1R CRE-luciferase, luminescence, 24 h; GLP-1R form is constitutively active. 1.6% of 410,000 active. Potency, µM (series often up to 38.3 µM), for the others: at the top dose activity change, negative = inhibition, most hits filed as inhibitors. AID 624417, 2012. Glucagon-like peptide 1 receptor (Homo sapiens), P43220; also: potency is read from the fitted curve at half-maximal effect; % is scaled to controls: 0 for no effect and ±100 for the full control effect; nearly all actives have a fitted effect of over 55% in size
#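 Constitutively active GLP-1R drives a cAMP-responsive luciferase in stably transfected HEK293 cells; test compounds are added after overnight (12 h) attachment and left 24 hr, and signal loss in luminescence marks inhibition.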
# GLP1R cytotox – qHTS of GLP-1 Receptor Inverse Agonists: Cytotox Screen. HEK293 cAMP-luciferase reporter cells, luminescence, 24 h. Potency, µM (doses to about 38.3 µM), for inactives: at the top dose activity change, negative = inhibition, most hits filed as inhibitors. 0.13% of 410,000 active;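 also: loss of luciferase light is scored as toxicity; potency is read from the fitted curve at half-maximal effect; % is scaled to controls: 0 for no effect and ±100 for the full control effect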
#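 Seeding density was 200 cells/uL; after overnight-length (12 h) culture, 23 nL compounds went on for 24 h at 37 °C. Readout used a luciferase detection reagent, luminescence taken after 12 min at room temperature.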
# * = called active by the depositor; i = inactive; ? = inconclusive; . = not tested or not shown; & = joins results of further samples; [ ] = dose if it differs, or a comment. Unless noted, calls follow the shape of the dose curve; as a rule, active = well fitted curve in the direction sought with a large enough effect; inconclusive = small, poorly fitted or top-dose-only effect, or another doubt; inactive = no such curve, though single readings can be large; an effect the other way counts as inactive or inconclusive.
SMILES,PTHR1 agonist,PLK1 PBD inh,PI5P4K alpha inh,IL2 activator,EPAC1 ag,GLP1R ag,EPAC1 antagonist,GLP1R inv ag,GLP1R cytotox
O=C(Cc1ccc([N+](=O)[O-])cc1)NC1CCCCCC1,-16%,-14%,-1,-0.4,12%,7%,-13%,-19%,-7%
CC(CC(=O)Nc1ccc(Br)cc1F)S(=O)(=O)c1ccc2c(c1)NC(=O)CO2 (stereo not given),-3%,-9%,-1,-2.8,17%,0%,-33%,?,-11%&1%
CC(C)C(=O)Nc1c2c(nc3ccccc13)N(C)CC2,i,-4%,.,-0.9,4%,-12%,16%,0%,-12%
C=C(C)CSc1nnc(-c2ccc(C)cc2)n1N,-24%,-7%,-29,-1.8,3%,-12%,2%,-4%,0%
COc1cc(/C=N\NC(=O)c2ccc(C)nc2)ccc1OC(=O)c1cccc(F)c1,-7%,4%,-3,-0.5,-2%,2%,-13%,-5%,1%
O=C(O)c1cccc(NS(=O)(=O)c2ccc(C3CCCCC3)cc2)c1,-29%,-29%,1,-0.3,1%,0%,-31%,70%[activator],13%
N#CCSc1nnc2sc3ccccc3n12,0%,-8%,1,-4.0,6%,8%,3%,13%,1%
COc1ccc(S(=O)(=O)Nc2c(C(=O)O)[nH]c3ccccc23)cc1OC,-14%,-28%,3,0.5,-28%,-5%,-7%,7%,-5%
CCOc1ccc(NC(=O)Cn2nnc(-c3ccccc3NC(=O)c3cccs3)n2)cc1,i,?,10,-0.4,2%,-6%,0%,-17%,-6%
C/C(CC(=O)NC(C)C)=N\NC(=O)COc1cc(C)c(Br)cc1Br,i,-19%,1,-1.9,0%,9%,-19%,-18%,8%
CC1CCCCC1NC(=O)C1CCN(S(=O)(=O)N2CCC3(CC2)OCCO3)CC1 (stereo not given),-4%[57.5 µM],-9%,.,-2.7,6%,-4%,-8%,-3%,-23%
CCc1nnc(NS(=O)(=O)c2ccc(NC(=O)/C=C/C(=O)O)cc2)s1,?,-38%,0,-0.4,-2%,0%,-11%,21%,3%
C=CCn1cc(F)c(=O)n(CC=C)c1=O,i,0%,0,2.6,-3%,6%,-4%,-16%,-13%
CCCCN(CCCC)/C(N)=N/c1nc(C)cc(C)n1,-2%,-1%,6,-4.8,-4%,3%,-15%,4µM*,?
CCOC(=O)/C=C/C(=O)Nc1nccs1,-7%,-19%,-8,0.1,5%,-21%,5%,?,?
C=C1Cn2c(nnc2-c2ccc(Cl)cc2)S1,-8%,-5%,-2,-2.2,-3%,-3%,-2%,10%,?
Cc1cc(Cl)c(S(=O)(=O)N2CCN(c3ccccc3)CC2)cc1OCC(N)=O,-14%[57.5 µM],-4%,4,-0.2,13%,-3%,-14%,-15%,-16%
Cc1noc(C)c1-c1ccc(C(=O)N2CCN(C)CC2)c2occc12,-15%,0%,4,-0.5,-13%,-1%,11%,1%,-2%
COC(=O)[C@@H](NC(=O)c1cc(COc2cncc(Cl)c2)on1)c1ccccc1,i,2%,1,-1.3,-2%,6%,0%,-24%,-2%
CN(c1ccc(C(=O)NCc2ccco2)cc1)S(C)(=O)=O,-11%[57.5 µM],?,-8,-1.7,1%,-5%,11%,1%,4%
COc1ccc(NC(=O)CC(C(=O)O)N2CCCCC2)cc1 (stereo not given),-3%,-4%,0,0.0,10%,4%,7%,3%,5%
Cc1nn(-c2ccccc2)c(-c2ccccc2[N+](=O)[O-])c1CC#N,i,-2%,-3,-0.2,13%,-5%,-3%,23%,0%
c1ccc(-c2cnc(CN3CCN(c4ccccc4)CC3)o2)cc1,i,2%,3,4.7,5%,19%,9%,?,3%
COc1cccc(-c2cnc(C(O)c3ccc(Cl)cc3)[nH]2)c1 (stereo not given),i,0%,0,0.6,-21%,3%,-16%,?,1%
Cc1ccc2[nH]c(=O)cc(C(=O)OCC(=O)c3ccccc3)c2c1,i,-12%,-7,-0.9,6%,1%,-14%,5%,-5%

# The closing 2 entries of the section before open the next one:
SMILES,PTHR1 agonist,PLK1 PBD inh,PI5P4K alpha inh,IL2 activator,EPAC1 ag,GLP1R ag,EPAC1 antagonist,GLP1R inv ag,GLP1R cytotox
COc1cccc(-c2cnc(C(O)c3ccc(Cl)cc3)[nH]2)c1 (stereo not given),i,0%,0,0.6,-21%,3%,-16%,?,1%
Cc1ccc2[nH]c(=O)cc(C(=O)OCC(=O)c3ccccc3)c2c1,i,-12%,-7,-0.9,6%,1%,-14%,5%,-5%
O=[N+]([O-])c1ccc(Cl)cc1N/N=C/c1ccncc1,i,-4%,-3,0.1,-5%,-2%,-17%,1%,8%
O=S(=O)(NCCc1ccccn1)c1cccs1,i,-5%,7,-0.1,0%,4%,10%,15%,1%
Cc1ccc(S(=O)(=O)N2CCC(C(=O)NNC(=O)C3CC3)CC2)cc1Cl,i,-16%,2,-1.0,3%,8%,-15%,9%,4%
COc1ccc(NC(=O)/C(C#N)=C/c2ccc(Sc3nncn3C)c([N+](=O)[O-])c2)cc1,-16%,?,-11,-0.4,-21%,5%,-20%,17%,-11%
CC(C)(C)C1=Nn2c(nnc2-c2n[nH]c3c2CCC3)SC1,i,24µM*,-61*,3.7,7%,15%,11%,29%,10%
COc1ccc(N=Cc2nc(-c3ccco3)oc2O)cc1,-16%[57.5 µM],-7%,-8,0.8,-20%,-4%,-21%,-15%,-24%
O=C(COc1cnc2ccccc2n1)NCCC1=CCCCC1,-10%[57.5 µM],-9%,.,-2.5,14%,-4%,3%,6%,6%
COc1cccc(-c2nc(=S)c3c(o2)CCCC3)c1,-48%[inhibitor],-3%,-2,-0.4,-6%,12%,-10%,8%,-11%
CCCCNC(=S)Nc1ccc(OC)nc1,-14%,-23%,-5,0.2,14%,0%,-6%,8%,17%
O=C(c1ccc(-c2ccccc2Cl)s1)N1CCOCC1,-77%[inhibitor],-4%,3,-1.8,-11%,0%,1%,9%,-15%
CC(NCC(c1ccco1)N1CCCCC1)C(=O)NC1CCCC1 (stereo not given),i,-7%,-4,-2.4,-1%,0%,4%,0%,2%
Cc1ccc(S(=O)(=O)NCCC(=O)N(C)Cc2cccs2)cc1,-13%,-2%,0,0.6,3%,-3%,3%,17%,-1%
Cc1c(-c2ccco2)[n+](=O)c2c(n1[O-])CCCCC2,i,-6%,.,-2.3,0%,-5%,0%,41%[activator],-18%
Cc1ccc(-c2csc3nc4cc(C(N)=O)ccc4c(=O)n23)cc1,-9%,-27%,-51*,1.1,-15%,4%,-7%,6%,6%
COc1cccc(-c2cnc(C(O)c3cc(C)c(OC)c(C)c3)[nH]2)c1 (stereo not given),-28%,-10%,-3,0.0,-5%,2%,7%,2%,-18%
COc1ccc2cc(C(=O)N3CCN(Cc4ccc5c(c4)OCO5)CC3)[nH]c2c1,i,-1%,5,-3.5,-11%,1%,-6%,?,-6%
Cc1cn2c(=O)c(C(=O)N3CCN(c4ccccc4Cl)CC3)cnc2s1,i,-1%,-4,-3.2,7%,-12%,7%,-6%,3%
NC(=O)CNC(=O)[C@@H]1CC2(CC(c3ccc(Cl)cc3)=NO2)CN1C(=O)c1ccc(Br)cc1 (stereo not given in full),-8%,-9%,0,0.0,-5%,2%,1%,-12%,1%
Cc1nn(-c2ccc(Cl)cc2Cl)c(=O)c2ccccc12,-11%[57.5 µM],-8%,.,0.3,22%,4%,3%,-18%,-10%
O=C(NCc1ccc(N2CCCC2=O)cc1)C1CCC(=O)N(Cc2ccccc2F)C1 (stereo not given),i,2%,5,0.6,-8%,2%,-14%,9%,-1%
O=C1CCCc2c1[nH]c1ccc(CN3CCCCC3)cc21,i,-7%,.,0.1,18%,4%,-1%,3%,-19%
CCc1ccccc1N1CSC2=C(C#N)C(c3cc(OC)c(OC)cc3OC)CC(=O)N2C1 (stereo not given),1.6µM*,15µM*,?,-1.9,6%,11%,-7%,3%,0%
COCc1c(C(=O)N2CCN(c3ccc(C(F)(F)F)cn3)CC2)oc2ccccc12,-29%,-6%,16,-0.7,-2%,5%,-10%,?,0%
CC(=O)C1=C(c2ccccc2)NC(=O)NC1c1ccc2c(c1)OCO2 (stereo not given),-18%,-14%,3,1.3,-3%,0%,?,-13%,4%
Cc1ccc(C(=O)NC(=S)NCc2ccco2)cc1,i,?,?,-5.2,4%,4%,-2%,-26%,-17%
Cc1[nH]c2ccc(Br)cc2c(=O)c1CN1CCCCCC1,-12%,-13%,-29,0.0,3%,-8%,-19%,15%,10%
CCN(CC)CCNC(=O)CCCCCn1c(=O)[nH]c2cc(C(=O)OC)ccc2c1=O,i,-8%,.,-2.3,8%,-16%,11%,0%,4%
Cc1nc2sc(C(c3ccc(Cl)cc3)N3CCOCC3)c(O)n2n1 (stereo not given),-3%[57.5 µM],1%,2,-1.0,-4%,-7%,-1%,-9%,-11%
Cc1cc(C)nc(SCCN2CCOCC2)n1,i,0%,0,1.3,-4%,-9%,11%,20%,4%

# By substructure, those above with a COOH group
SMILES,PTHR1 agonist,PLK1 PBD inh,PI5P4K alpha inh,IL2 activator,EPAC1 ag,GLP1R ag,EPAC1 antagonist,GLP1R inv ag,GLP1R cytotox
O=C(O)c1cccc(NS(=O)(=O)c2ccc(C3CCCCC3)cc2)c1,-29%,-29%,1,-0.3,1%,0%,-31%,70%[activator],13%
COc1ccc(S(=O)(=O)Nc2c(C(=O)O)[nH]c3ccccc23)cc1OC,-14%,-28%,3,0.5,-28%,-5%,-7%,7%,-5%
CCc1nnc(NS(=O)(=O)c2ccc(NC(=O)/C=C/C(=O)O)cc2)s1,?,-38%,0,-0.4,-2%,0%,-11%,21%,3%
COc1ccc(NC(=O)CC(C(=O)O)N2CCCCC2)cc1 (stereo not given),-3%,-4%,0,0.0,10%,4%,7%,3%,5%

# The list is partial (hit frequency here may not be typical).
